RGS4 inh: Inhibitors of Regulator of G Protein Signaling (RGS) 4: qHTS; Regulator of G-protein signaling 4 (Homo sapiens), P49798; 0.039% of 390,000 active; AID 504845, 2011; Potency, µM (titrated, usually from 114 µM), for inactives: top-dose activity change, negative = inhibition, hits mostly inhibitors; Transcreener GDP fluorescence polarization, RGS4-accelerated GTP hydrolysis; further: on the % scale 0 is the no-effect control and ±100 the full control effect; nearly all actives have a fitted effect of over 75% in size; some results filed as inactive show a strong effect at the top dose
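MLSMR compounds (23 nl, pin-transferred) preincubated 10 min at room temperature with a 500nM (2x) first reagent, then RGS4 at 900nM (2x) plus Transcreener GDP mix added; fluorescence polarization (620/688 nm) read before and after 90 min at 30 °C.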
TrxR1 inh: qHTS Assay for Inhibitors of Mammalian Selenoprotein Thioredoxin Reductase 1 (TrxR1): qHTS; Thioredoxin reductase 1, cytoplasmic (Rattus norvegicus), O89049; 1% of 390,000 active; recombinant rTrxR1, NADPH fluorescence consumption, selenite substrate; Potency, µM (top dose mostly 114 µM), for inactives: at the top dose activity change, negative = inhibition, actives largely listed as inhibitors; AID 588453, 2011; further: on the % scale 0 is the no-effect control and ±100 the full control effect; nearly all actives have a fitted effect of over 65% in size
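Rat TrxR1 (90 nM in the dispensed reagent) was pre-reduced with 400 uM NADPH for 5 min at room temperature, then incubated with compound for 15 min. After 400 uM selenite was added, NADPH fluorescence (Ex 340/Em 450 nm) was followed for 8 min.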
Pin1 inh: qHTS Assay to Find Inhibitors of Pin1; Peptidyl-prolyl cis-trans isomerase NIMA-interacting 1 (Homo sapiens), Q13526; Pin1 FP peptide displacement, HiFluor488, 10 min; AID 504891, 2011; Potency, µM (titrated, usually from 115 µM), for the others: top-dose activity, negative = inhibition, most hits filed as inhibitors; 0.009% of 390,000 active; active means well fitted inhibition curve with a large enough effect in the polarisation, with a control signal flat, not every such curve was filed as active; inconclusive means small, poorly fitted or top-dose-only effect, or effect the other way, or a change in a side signal; inactive means no such curve, though single readings can be large or run the other way; the % refers to the polarisation; further: on the % scale 0 is the no-effect control and ±100 the full control effect
Target sequence (Q13526 whole entry, looked up): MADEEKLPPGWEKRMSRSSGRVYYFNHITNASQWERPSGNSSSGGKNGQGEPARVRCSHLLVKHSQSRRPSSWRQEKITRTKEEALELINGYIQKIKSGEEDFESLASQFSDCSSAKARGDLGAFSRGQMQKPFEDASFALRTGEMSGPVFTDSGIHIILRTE
HP1b chromo inh: HTS for Inhibitors of HP1-beta Chromodomain Interactions with Methylated Histone Tails; Chromobox protein homolog 1 (Homo sapiens), P83916; AlphaScreen HP1-beta / biotin-H3K9me3 peptide binding; Potency, µM (top dose mostly 114 µM), without a hit: at the top dose activity change, negative = inhibition, hits mostly inhibitors; 0.56% of 390,000 active; AID 540317, 2011; further: nearly all actives have a fitted effect of over 70% in size; inactives centre near 23
Target sequence (P83916 whole entry, looked up): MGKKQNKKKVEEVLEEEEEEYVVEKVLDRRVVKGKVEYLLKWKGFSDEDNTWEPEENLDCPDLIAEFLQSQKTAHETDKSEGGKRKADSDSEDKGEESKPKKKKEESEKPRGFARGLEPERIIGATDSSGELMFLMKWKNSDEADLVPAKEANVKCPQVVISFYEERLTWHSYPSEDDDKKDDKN
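AlphaScreen: HP1-beta (50 nM) preformed 30 min with biotin-H3(1-18)K9me3 peptide (50 nM) in PBS pH 7.4, 0.01% Tween-20. Compound added for 30 min at RT, then streptavidin donor/nickel chelate acceptor beads (10 ug/mL) for 30 min.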
JMJD2A Tudor inh: qHTS Assay for Inhibitors of JMJD2A-Tudor Domain. Lysine-specific demethylase 4A (Homo sapiens), O75164. AlphaScreen JMJD2A-Tudor / H3K4me3 peptide binding. Potency, µM (series often up to 114 µM), without a hit: at the top dose activity change, negative = inhibition, hits mostly inhibitors. 4.4% of 390,000 active. AID 504339, 2011; further: on the % scale 0 is the no-effect control and ±100 the full control effect; nearly all actives have a fitted effect of over 50% in size
12-LOX inh: Primary qHTS assay for inhibitors of human arachidonate 12S-lipoxygenase (ALOX12): Round 2 | Polyunsaturated fatty acid lipoxygenase ALOX12 (Homo sapiens), P18054 | purified 12hLO, xylenol orange hydroperoxide absorbance | Potency, µM (doses to about 108 µM), inactives show at the top dose activity change, negative = inhibition, hits mostly inhibitors | 1.1% of 580,000 active; further: on the % scale 0 is the no-effect control and ±100 the full control effect
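Hydroperoxide product was detected by ferrous iron/xylenol orange as the 573 to 405 nm absorbance ratio. Arachidonic acid at 40 uM (final) was turned over for 30 min at room temperature by 150 nM human 12hLO, pH 7.0 Hepes buffer, after 15 min compound preincubation.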
GLS inhibitor: qHTS for Inhibitors of Glutaminase (GLS). AID 624170, 2012. 0.21% of 410,000 active. Potency, µM (series often up to 45.5 µM), for the others: at the top dose activity change, negative = inhibition, hits mostly inhibitors. GLS enzymatic activity, qHTS titration. Glutaminase kidney isoform, mitochondrial (Homo sapiens), O94925; further: on the % scale 0 is the no-effect control and ±100 the full control effect
Target sequence (O94925 whole entry, looked up, canonical isoform): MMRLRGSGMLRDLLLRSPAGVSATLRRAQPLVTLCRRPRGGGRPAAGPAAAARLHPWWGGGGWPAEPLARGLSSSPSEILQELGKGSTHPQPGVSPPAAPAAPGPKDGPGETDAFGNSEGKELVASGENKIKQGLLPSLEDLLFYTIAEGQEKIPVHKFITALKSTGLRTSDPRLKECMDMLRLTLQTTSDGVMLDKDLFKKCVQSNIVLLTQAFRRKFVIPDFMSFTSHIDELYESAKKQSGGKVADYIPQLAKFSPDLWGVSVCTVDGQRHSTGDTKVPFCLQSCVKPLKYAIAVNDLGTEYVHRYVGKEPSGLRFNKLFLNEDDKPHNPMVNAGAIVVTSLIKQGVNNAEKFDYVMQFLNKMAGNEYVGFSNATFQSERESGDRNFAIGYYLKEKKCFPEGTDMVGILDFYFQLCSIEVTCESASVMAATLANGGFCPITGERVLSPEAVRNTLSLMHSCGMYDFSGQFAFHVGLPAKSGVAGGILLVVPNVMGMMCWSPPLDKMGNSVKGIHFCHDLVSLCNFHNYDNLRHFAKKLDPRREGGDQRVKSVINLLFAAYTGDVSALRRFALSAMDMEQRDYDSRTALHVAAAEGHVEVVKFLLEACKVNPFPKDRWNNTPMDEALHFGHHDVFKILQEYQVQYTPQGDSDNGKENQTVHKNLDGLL
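Assay buffer: 45 mM KH2PO4 pH 8.2, 0.02% Tween-20. hKGA acts on L-glutamine (1 mM solution added); product glutamate is reported by an oxidase/peroxidase Amplex Red coupling, with fluorescence taken at baseline and 30 min.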
Tb PGK inh: qHTS Assay to Find Inhibitors of Phosphoglycerate Kinase | Phosphoglycerate kinase, glycosomal (Trypanosoma brucei brucei), P07378 | PGK/GAPDH coupled, Kinase-Glo luminescence, 60 min | Potency, µM (top dose mostly 57.5 µM), for the others: at the highest dose activity change, negative = inhibition, usual class: inhibitors | 0.043% of 380,000 active; further: on the % scale 0 is the no-effect control and ±100 the full control effect; nearly all actives have a fitted effect of over 60% in size
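Recombinant glycosomal PGK reaction used 1,3-bisphosphoglycerate generated in-well by GAPDH (100nM final) in 100mM TEA pH 7.6, 5mM MgCl2, 0.01% Tween-20. After 60 minutes at room temperature, ATP was read by Kinase-Glo Plus luminescence end-point.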
ERG Ets-DNA blk: qHTS for Small Molecule Inhibitors of the ERG Ets/DNA interaction; fluorescence polarization, His-ERG Ets domain / labelled DNA; Potency, µM (top dose mostly 76.9 µM), for the others: top-dose FP activity, negative = inhibition, actives largely listed as inhibitors; 0.028% of 370,000 active; AID 624246, 2012; active means well fitted inhibition curve with a large enough effect in the polarisation, with a control signal flat; inconclusive means small, poorly fitted or top-dose-only effect, or effect the other way, or a change in a side signal; inactive means no such curve, though single readings can be large or run the other way; the % refers to the polarisation;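 further: polarization taken with two DNA probes labelled with fluorescein and Texas red; % of control where 0% means no effect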
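His-tagged ERG Ets domain (1 uM in the protein solution; 300mM KCl, 50mM Tris-HCl, 1mM EDTA, 1mM DTT, pH 7.5) received compound, then a probe mix of 5 nM fluorescein-DNA and 100nM Texas-615-DNA. Fluorescence polarization was read for both dyes.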
* marks the source's active call; other numbers are inactive results; i = inactive; ? = inconclusive; & = joins results of further samples; [ ] = dose if it differs, or a comment. Unless noted, the call rests on the fitted dose curve; in most records, active means well fitted curve in the direction sought with a large enough effect; inconclusive means small, poorly fitted or top-dose-only effect, or another doubt; inactive means no such curve, though single readings can be large; an effect the other way counts as inactive or inconclusive. Potency means the concentration at half of the fitted maximal effect. Not all compounds are listed, so the mix of outcomes need not match the whole.

| no. | canonical_smiles | RGS4 inh | TrxR1 inh | Pin1 inh | HP1b chromo inh | JMJD2A Tudor inh | 12-LOX inh | GLS inhibitor | Tb PGK inh | ERG Ets-DNA blk |
| --- | --- | --- | --- | --- | --- | --- | --- | --- | --- | --- |
| 1 | CCOC(=O)C1CCN(C(=S)NC2CCCC2)CC1 | -21% | 5% | 8% | 32% | -11% | -19% | 1% | 6% | -6% |
| 2 | CC(=O)N1CCc2cc(S(=O)(=O)NC(CC(C)C)C(=O)NCCc3ccccc3)ccc21 (stereo not given) | 9% | 10% | 10% | 9% | 3% | 3% | 2% | -9% | -1% |
| 3 | CCCCNc1c(-c2ccc(-c3ccc(C(C)=O)cc3)c(OC)c2)nc2cc(C)ccn12 | 9% | 10% | 21% | -7% | ? | ? | 29% | -4% | 9% |
| 4 | COc1cc(OC)cc(C(=O)Nc2ccc3nc4c(c(Nc5ccc(OC)c(OC)c5)c3c2)CCCC4)c1 | 0% | 21% | ? | ? | ? | ? | 15% | -3% | 4% |
| 5 | CC1Cc2nc(SCC(=O)NCC3CCCO3)n(C)c(=O)c2S1 (stereo not given) | -38% | -10% | 3% | 20% | -17% | i | 1% | 1% | 0% |
| 6 | CN(C)c1ccc(NC(=S)NC(=O)/C=C/c2ccco2)cc1 | -26% | -4%[57.1 µM] | 8% | 17% | -17% | ? | -3% | 7% | 1% |
| 7 | CCOC(=O)C1CCN(C(=O)c2cc3cc4cc(OC)ccc4nc3o2)CC1 | 14% | -16% | ? | 49%[activator] | 7% | -19% | -2% | -6% | 1% |
| 8 | CC1=C(C(=O)Nc2ccccc2)C(c2ccccc2C)n2ncc(C(=O)Nc3ccccc3)c2N1 (stereo not given) | -5% | 9% | 10% | 14% | -16% | 3% | -6% | -3% | 9% |
| 9 | Cc1nc2cc(NC(=O)Nc3cccc(F)c3)ccc2n1C | -3% | 6% | -4% | 41%[activator] | -15% | -18% | 5% | -2% | -1% |
| 10 | COc1cccc(N2CCN(C(=O)Nc3ccc4c(c3)NC(=O)CO4)CC2)c1 | -14% | 17% | -4% | 15% | -14% | -16% | 33%[activator] | 8% | -3% |
| 11 | COC(=O)c1cc(C(=O)NC(C)(C)CC(C)(C)C)cc([N+](=O)[O-])c1 | -2% | 25% | -2% | 41%[activator] | -18% | -4% | -7% | i | -6% |
| 12 | COCCNC(=O)CCc1c(C)nc2c(-c3ccc(F)cc3)c(C)nn2c1C | 8%&11% | 16%&13% | -5%&-2% | 21%&46% | 2%&-7% | -10%&21% | 0%&4% | -2%&-11% | -20%&-18% |

One compound at a time, from the list above. Values in the order: RGS4 inh	TrxR1 inh	Pin1 inh	HP1b chromo inh	JMJD2A Tudor inh	12-LOX inh	GLS inhibitor	Tb PGK inh	ERG Ets-DNA blk
Cc1nc2cc(NC(=O)Nc3cccc(F)c3)ccc2n1C is listed as -3%	6%	-4%	41%[activator]	-15%	-18%	5%	-2%	-1%
CN(C)c1ccc(NC(=S)NC(=O)/C=C/c2ccco2)cc1 is listed as -26%	-4%[57.1 µM]	8%	17%	-17%	?	-3%	7%	1%
CCOC(=O)C1CCN(C(=O)c2cc3cc4cc(OC)ccc4nc3o2)CC1 is listed as 14%	-16%	?	49%[activator]	7%	-19%	-2%	-6%	1%
COc1cc(OC)cc(C(=O)Nc2ccc3nc4c(c(Nc5ccc(OC)c(OC)c5)c3c2)CCCC4)c1 is listed as 0%	21%	?	?	?	?	15%	-3%	4%

The list continues.
| no. | canonical_smiles | RGS4 inh | TrxR1 inh | Pin1 inh | HP1b chromo inh | JMJD2A Tudor inh | 12-LOX inh | GLS inhibitor | Tb PGK inh | ERG Ets-DNA blk |
| --- | --- | --- | --- | --- | --- | --- | --- | --- | --- | --- |
| 13 | O=C(c1ccc(Cl)c(S(=O)(=O)N2CCOCC2)c1)N1CCN(c2ccccn2)CC1 | -2% | 16% | -2% | 18% | -17% | -5% | -4% | -7% | -1% |
| 14 | Cc1ccc[n+](CC(=O)Nc2c(Cl)cc(Cl)cc2Cl)c1 | 6% | 6%[57.1 µM] | -4% | 7% | -13% | -7% | 43%[activator] | 4% | 6% |
| 15 | O=C1OCCC1Sc1nnc(-c2cccs2)n1Cc1ccccc1 (stereo not given) | -6% | 14% | 1% | 55%[activator] | 4% | 6% | 9% | -6% | 8% |
| 16 | CCCn1c(N)c(N(CCOC)C(=O)c2cc3c(s2)CCC(CC)C3)c(=O)[nH]c1=O (stereo not given) | -5% | -18% | 1% | 11% | -12% | ? | -9% | i | 1% |
| 17 | Cc1ccc2nc(-c3ccccc3)cc(C(=O)N3CC(C)OC(C)C3)c2c1 (stereo not given) | -3% | -13% | 1% | 22% | -2% | 19% | -6% | -4% | 4% |
| 18 | Cc1ccc(C(=O)c2ccccc2C(=O)OCC(=O)NC(=O)NC(C)(C)C)cc1 | -10% | 3% | 4% | 51%[activator] | -3% | 109%[activator] | -11% | -1% | 7% |
| 19 | Cc1ccnc(NC(=O)c2cc(F)c(F)cc2Cl)n1 | -19% | ? | 1% | 24% | 3% | -24% | -2% | -6% | 16% |
| 20 | CCOc1cc(Br)cc(/C=C2\SC(=Nc3ccccc3)NC2=O)c1O | ? | -17% | 4% | 12% | -31% | -16% | 1% | -2% | 69%[activator] |
| 21 | Cn1c(=O)c2c(nc(NCCCO)n2CCc2ccccc2)n(C)c1=O | -45% | -8% | -3% | 17% | -5% | 0%[57.4 µM] | 32%[activator] | -7% | 4% |
| 22 | Cc1ccc(C(=O)N/C(=C/c2ccccc2F)C(=O)NCCCn2ccnc2)cc1 | -36%[56.9 µM] | 5%[57.1 µM] | -1% | 5% | -14% | -1% | 3% | 5% | -2% |
| 23 | CCOC(=O)Cn1cc(C(=O)c2ccco2)c2ccccc21 | -10% | 3%[57.1 µM] | -1% | 30% | -17% | -10% | 9% | -3% | 7% |
| 24 | Cc1nc(-c2ccc(Cl)cc2)sc1C1(C)CC(c2ccc(F)cc2)=NO1 (stereo not given) | -27% | 19%[57.1 µM] | 4% | 67%[activator] | 11% | -6% | -7% | -6% | 17% |

| no. | smiles | RGS4 inh | TrxR1 inh | Pin1 inh | HP1b chromo inh | JMJD2A Tudor inh | 12-LOX inh | GLS inhibitor | Tb PGK inh | ERG Ets-DNA blk |
| --- | --- | --- | --- | --- | --- | --- | --- | --- | --- | --- |
| 25 | CCOc1ccc(NC(=O)c2oc(=O)c3ccccc3c2-c2ccc(C)cc2)cc1 | -12% | 7%[57.1 µM] | 0% | 37% | -13% | -12% | -6% | -2% | 2% |
| 26 | O=C(O)CC(CC(=O)NCC(O)c1ccccc1)c1ccccc1 (stereo not given) | 23% | 13%[2.29 µM] | 1% | 15% | -16% | 21% | -6% | -4% | 0% |
| 27 | C=CCNc1nc(C)nc(OC)n1 | -39% | -3% | -1% | 29% | -3% | 0% | 4% | 3% | -15% |
| 28 | Clc1ccc(-c2ccn[nH]2)cc1 | 19% | 31% | -1% | 26% | -14% | ? | -1% | -10% | 12% |
| 29 | O=C(N/N=C/c1cccnc1)c1cc(O)c(O)c(O)c1 | -9% | -19% | ? | ? | 28µM* | ? | 12% | -1% | -3% |
| 30 | COc1ccc(N=C2NC(=O)C(CO)(CO)S2)cc1 | -13% | 4% | -7% | 43%[activator] | 3% | -9% | 0% | i | 7% |
| 31 | COc1ccc(OS(=O)(=O)c2ccc(N3C(=O)CCC3=O)cc2)cc1 | 30% | 6% | 4% | 17%[57 µM] | -6% | -21% | 13% | 4% | -3% |
| 32 | O=C(N=C1SC2CS(=O)(=O)CC2N1c1ccccc1)C1CCCCC1 (stereo not given) | 14% | 14% | -11% | 22% | -18% | 6% | -3% | -9% | 5% |
| 33 | CCOC(=O)COc1nc(-c2ccc(C)cc2)cc(-c2ccco2)c1C#N | 1% | 74%[activator] | 8% | 35% | 9% | 195%[activator] | 0% | i | 11% |
| 34 | CC(C)c1nc2oc3c(N(C)CCO)ncnc3c2c2c1CCC2 | -5% | 4%[57.1 µM] | -6% | 9% | -15% | 0% | -8% | -9% | 1% |
| 35 | N#CC[C@H](Cc1ccccc1)N1CC[C@@H](O)CCC1=O | 17% | 11%&19% | -7% | 67%[activator] | 4% | -13% | -12% | i | -12% |
| 36 | CCc1ccc(C2CC(c3ccc(Cl)cc3)=NNC2=O)cc1 (stereo not given) | 28% | -4% | 5% | 48% | -11% | 0% | 6% | 1% | -6% |
| 37 | COc1cccc(CNC(=O)COC(=O)c2cccc(S(=O)(=O)N3CCCC3)c2)c1 | -5% | 26% | -8% | 40%[activator] | 1% | 6% | -9% | 4% | 1% |

Screening results: PubChem BioAssay, National Center for Advancing Translational Sciences (NCATS)
